NTMT1 inhibitor: blocks human N-terminal methyltransferase 1 activity; Q9BV86; NTMT1 MTase-Glo SAH luminescence, purified enzyme; Potency, µM (highest dose often 114 µM), for the others: at the highest dose activity change, negative = inhibition, hits mostly inhibitors; 2.5% of 59,000 active; AID 1645870;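 further: potency means the concentration at half of the fitted maximal effect; plate controls were DMSO vehicle for no effect and no enzyme for full effect; nearly all actives have a fitted effect of over 65% in size; many of its hits are not listed in these tables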
Target sequence (Q9BV86 whole entry, looked up): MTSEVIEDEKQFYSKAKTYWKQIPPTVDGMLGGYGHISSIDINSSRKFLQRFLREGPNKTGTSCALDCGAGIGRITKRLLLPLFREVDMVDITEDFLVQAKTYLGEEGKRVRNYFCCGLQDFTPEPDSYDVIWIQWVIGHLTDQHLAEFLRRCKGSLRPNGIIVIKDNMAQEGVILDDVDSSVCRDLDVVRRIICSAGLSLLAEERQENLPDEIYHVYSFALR
GALK inh: GALK (human) enzyme inhibition; P51570; recombinant GALK, Kinase-Glo ATP luminescence, 1 h; Potency, µM (titrated, usually from 57.5 µM), without a hit: top-dose activity, negative = inhibition, most hits filed as inhibitors; 44,000 tested, under 10 active; AID 1347072;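 further: plate controls were full GALK reaction for no effect and reaction lacking GALK for full effect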
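Compounds were pinned into ATP buffer, then GALK-galactose mix was added (final 5 nM enzyme, 35 uM ATP, 100 uM galactose, pH 8.0). After 1 h at room temperature, Kinase-Glo Plus was added and luminescence read.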
FH mod: Identification of activators of human fumarate hydratase by quantitative high-throughput screening; Fumarate hydratase, mitochondrial (Homo sapiens), P07954; FH coupled MDH/diaphorase resazurin fluorescence, 15 min; Potency, µM (highest dose often 79.9 µM), for the others: top-dose activity change, negative = inhibition, hits mostly inhibitors; 0.22% of 54,000 active; AID 1347055, 2019; further: potency means the concentration at half of the fitted maximal effect; on the % scale 0 is the no-effect control and ±100 the full control effect; the screen sought activators but most active calls are inhibition curves; nearly all actives have a fitted effect of over 45% in size
Target sequence (P07954 whole entry, looked up): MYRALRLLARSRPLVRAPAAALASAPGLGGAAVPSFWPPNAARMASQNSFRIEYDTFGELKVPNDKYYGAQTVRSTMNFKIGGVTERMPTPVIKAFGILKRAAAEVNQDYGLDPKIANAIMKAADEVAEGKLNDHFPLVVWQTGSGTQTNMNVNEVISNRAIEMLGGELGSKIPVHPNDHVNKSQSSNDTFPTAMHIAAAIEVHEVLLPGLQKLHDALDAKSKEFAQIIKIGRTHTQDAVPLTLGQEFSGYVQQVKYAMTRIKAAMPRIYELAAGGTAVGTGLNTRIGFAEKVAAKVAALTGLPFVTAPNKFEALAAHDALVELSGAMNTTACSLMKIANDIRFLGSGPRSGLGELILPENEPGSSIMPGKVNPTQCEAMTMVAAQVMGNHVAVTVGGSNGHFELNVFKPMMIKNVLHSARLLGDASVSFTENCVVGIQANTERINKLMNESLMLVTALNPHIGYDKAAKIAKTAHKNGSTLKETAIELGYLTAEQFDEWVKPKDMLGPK
p53null 39C kill: kills p53 null cells at the nonpermissive temperature. Potency, µM (top dose mostly 46.1 µM), without a hit: at the highest dose activity, negative = cell killing, actives largely listed as cytotoxic. 0.97% of 55,000 active. H1299 p53-null (neo) cells, 39C, ATPlite viability, 24 h. AID 904;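 further: potency means the concentration at half of the fitted maximal effect; 0% = DMSO only and -100% = full killing by 100 µM tamoxifen; nearly all actives have a fitted effect of over 50% in size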
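Cells seeded at 600/well, 37C overnight. Compound added (up to 46 uM), plates shifted to 39C for 24 hr. ATPlite added, luminescence read after 20 min at room temperature.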
PTAP-TSG101 blk: TSG101-PTAP interaction inhibition, HIV-1 budding; Q99816; Fluorescence polarization, FITC-PTAP peptide/Tsg101, 20 min; Potency, µM (top dose mostly 115 µM), for inactives: top-dose activity change, negative = inhibition, actives largely listed as inhibitors; 44,000 tested, under 10 active; further: potency means the concentration at half of the fitted maximal effect; 0% is about no effect
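Compounds pinned into 10 uM Tsg101 binding domain, then 50 nM FITC-PTAP peptide added in pH 7.5 HEPES buffer; FP read after 20 min, room temperature. Total S+P intensity flags fluorescent compounds; active cut-off <25 µM, efficacy <60%.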
B2AR arrestin ag: ADRB2 beta-arrestin recruitment | Potency, µM (highest dose often 46.1 µM), for inactives: top-dose activation, usual class: activators | P07550 | HTLA Tango cells, beta-arrestin recruitment, luciferase luminescence, 18 h | 44,000 tested, under 10 active;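 further: potency means the concentration at half of the fitted maximal effect; 0% = DMSO and full agonism = EC100 isoproterenol or metaproterenol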
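Tango cells expressing recombinant beta2-AR and beta-arrestin were treated with compounds (up to 46 microM titration) in DMEM with 1% FBS for 18 hr at 37 degrees C. Beta-arrestin recruitment drove tTA-dependent luciferase, read by luminescence; curves were fitted and classed.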
p53null 32C kill: selectivity test: cytotoxicity in p53 null cells, permissive temperature. Potency, µM (titrated, usually from 46.1 µM), for the others: at the top dose activity change, negative = cytotoxicity, usual class: cytotoxic. 0.62% of 55,000 active. H1299-neo p53 null cells, ATP luminescence, 24 h, 32C. AID 903;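 further: potency means the concentration at half of the fitted maximal effect; 0% = DMSO only and -100% = full killing by 100 µM tamoxifen; nearly all actives have a fitted effect of over 55% in size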
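H1299-neo (p53 null) cells, 600/well, treated 24 h at 32C with compound up to 46 uM; ATPlite luminescence viability, normalized to DMSO and 100 uM tamoxifen; AC50 by Hill fit.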
Numbers without * were called inactive; ? = inconclusive; nt = not tested or not shown; [ ] = remark or other dose. The call rests on the fitted dose curve; in most records, active means well fitted curve in the direction sought with a large enough effect; inconclusive means small, poorly fitted or top-dose-only effect, or another doubt; inactive means no such curve, though single readings can be large; an effect the other way counts as inactive or inconclusive.

Sequence of screens – NTMT1 inhibitor	GALK inh	FH mod	p53null 39C kill	PTAP-TSG101 blk	B2AR arrestin ag	p53null 32C kill
CCC12CN3CC(CC)(CN(C1)C3c1cc(Br)ccc1OC)C2=O (configuration not stated)
→ 2%	0%	0%	3%	2%	0%	0%
CCc1ccc(N(CC)C(=O)c2cn(C)c(=O)c3cc(OC)c(OC)cc23)cc1
→ 5%	0%	-34%	4%	-6%	6%	0%
Cc1nc(C)c(-c2ccc(SCC(=O)Nc3ccccc3F)nn2)s1
→ -3%	4%	-20%	3%	-1%	0%	-22%
N#Cc1ccc(NS(=O)(=O)c2ccc(-c3cnc(C4CC4)o3)cc2)cc1
→ 7%	-1%	6%	-6%	-9%	0%	-8%
CCCCNc1nc2c(S(=O)(=O)c3ccc(Br)cc3)nnn2c2ccsc12
→ -2%	?	-5%	-5%	-2%	0%	-1%
COc1ccc(OC)c(NC(=O)C2CCN(S(=O)(=O)c3ccc4c(c3)CCCC(=O)N4)CC2)c1
→ 2%	2%	-3%	8%	-3%	2%	-1%
COc1ccc(-n2c(SCC(=O)c3ccc(Cl)cc3)nc3c([nH]c4ccccc43)c2=O)cc1
→ 1%	2%	8%	0%	-5%	0%	1%
Cc1ccc(NC(=O)CCS(=O)(=O)c2cccc3nonc23)cc1Cl
→ 10%	0%	-5%	0%	2%	1%	-1%
CCN(c1cc(C)cc(C)c1)S(=O)(=O)c1nnc(NC(=O)c2ccco2)s1
→ 7%	3%	1%	?	-2%	0%	2%
O=C(Cn1cc(C(=O)c2ccco2)c2ccccc21)Nc1ccccc1
→ 9%	0%	-22%	-23%	-4%	1%	7%
COc1cccc(C(=O)Nc2ccccc2C(=O)OCc2cc(=O)n3nc(C4CC4)sc3n2)c1
→ 15%	-2%	4%	0%	-6%	-1%	-8%
O=C(Cn1c(=O)oc2cc(S(=O)(=O)NCc3ccccc3)ccc21)Nc1ccc(F)c(Cl)c1
→ 11%	4%	-2%	15%	3%	0%	-24%
Cc1coc2cc3oc(=O)c(CC(=O)NCCc4ccccc4F)c(C)c3cc12
→ -10%	6%	-5%	-1%	0%	-2%	-9%
Cc1noc(-c2ccc(N3CCCCC3C)c([N+](=O)[O-])c2)n1 (configuration not stated)
→ -7%	1%	-29%	-11%	1%	1%	-4%
CC(C)NC(=O)c1cnc2sc(N3CCCCCC3)nn2c1=O
→ -3%	1%	-7%	-30%	-8%	-1%	-5%
Cc1cccn2cc(-c3cccc(NC(=O)C(C)C)c3)nc12
→ 0%	0%	-1%	?	-11%	2%	?
CC1Cc2cc(S(=O)(=O)CCC(=O)Nc3ccc(F)c(Cl)c3)ccc2N1C(=O)C1CC1 (configuration not stated)
→ nt	1%	nt	2%	-1%	0%	5%
CC(=O)N1c2ccccc2CC1C(=O)N1CCN(c2cc(Cl)ccc2C)CC1 (configuration not stated)
→ -4%	-3%	-24%	?	-8%	-1%	5%
CCCCN(C)CCCNC(=O)CN1C(=O)COc2ccc(S(=O)(=O)N3CCOCC3)cc21
→ -3%	8%	5%	-12%	-2%	1%	-2%
COc1ccc(-n2c(Cc3ccccc3)nnc2SCc2nc(-c3ccccc3C)no2)cc1
→ ?	-12%	-24%	53%[activator]	1%	-2%	10%
COc1cc(NC(=O)C2CCN(S(=O)(=O)c3c(C)noc3/C=C/c3c(C)cc(C)cc3C)CC2)cc(OC)c1
→ 36%[activator]	4%	-21%	-15%	1%	0%	7%
O=C(COc1ccccc1Cl)N(Cc1cccc(F)c1)C1CCS(=O)(=O)C1 (configuration not stated)
→ 5%	-10%	0%	9%	-4%	1%	1%
Cc1cccc(C)c1NC(=O)c1ccc2c(c1)nnn2C1CCCC1
→ -3%	2%	-21%	-9%	0%	-1%	7%
Cc1ccc(CNC(=O)Cn2ccn(-c3ccc(C)c(C)c3)c(=O)c2=O)cc1
→ 13%	-2%	2%	?	3%	0%	6%
COc1ccc(-c2noc(N3CCN(c4cccc(Cl)c4)CC3)n2)cc1OC
→ 6%	3%	-17%	-8%	-8%	0%	-7%
Cc1ccc(Cl)cc1N1CCN(C(=O)C2CCN(Cc3nc(-c4cccc(Cl)c4)oc3C)CC2)CC1
→ 0%	0%	-23%	25µM*	-8%	1%	0%
COc1cc2c(-c3cc(Br)ccc3O)nc3c(c(C)nn3-c3ccccc3)c2cc1OC
→ nt	-1%	nt	22%	2%	1%	-3%
Cc1ccc(NC(=O)c2oc3ccc(S(=O)(=O)N4CCCCC4)cc3c2C)c(C)c1
→ 7%	6%	-10%	6%	2%	-2%	-3%
Cc1ccc(Cl)cc1N1CCN(C(=O)CSc2cc(=O)n(C)c3ccccc23)CC1
→ 12%	-2%	-24%	12%	-4%	0%	23%
COc1ccc(Cl)cc1-n1c(/C=C/c2cccc3ccccc23)nc2ccccc2c1=O
→ 1%	-3%	-1%	-11%	-1%	0%	-8%
O=C(Cn1ccc2cc(S(=O)(=O)N3CCCCC3)ccc21)NCCc1ccccc1Cl
→ 5%	1%	-16%	11%	-1%	-1%	-4%
CC1CCCCN1CCCNC(=O)CN1C(=O)c2cccnc2Oc2ccccc21 (configuration not stated)
→ 5%	3%	-3%	-1%	-5%	2%	-10%
CCCC(=O)Nc1cc2nn(-c3ccc(OC)cc3)nc2cc1C
→ 10%	-3%	-2%	-4%	0%	0%	-7%
COc1ccc(-c2cn3c(n2)sc2cc(C(=O)NCc4cccs4)ccc23)cc1
→ 4%	3%	-21%	?	1%	0%	1%
O=C(C1CCN(S(=O)(=O)Cc2ccccc2)CC1)N1CCN(c2ccccc2)CC1
→ nt	2%	nt	-9%	0%	-3%	-3%
COc1ccc(-n2c(-c3ccc(F)cc3)cn3c4c(=O)n(C)c(=O)n(C)c4nc23)cc1
→ 6%	7%	-2%	-13%	3%	1%	-1%
COc1ccc(-c2cc3c(=O)n(CC(=O)Nc4ccccc4C(F)(F)F)ccn3n2)cc1OC
→ 12%	-1%	0%	6%	-4%	0%	12%
CCCCN(C)CCCNC(=O)CN1C(=O)CSc2ccc(S(=O)(=O)N3CCOCC3)cc21
→ -11%	-3%	-8%	11%	-7%	-1%	-1%
CCOc1ccc(NC(=O)CS(=O)(=O)Cc2nc(-c3ccc(C)cc3)oc2C)cc1
→ -3%	-1%	22%	-20%	1%	0%	2%
COc1ccc(-n2ncc3c2ncn2nc(Cc4ccccc4)nc32)cc1
→ 10%	5%	3%	4%	2%	-1%	-7%
COC(=O)c1cc2occc2n1Cc1nc(-c2ccc(Cl)cc2)oc1C
→ -5%	7%	-6%	5%	-1%	0%	2%
COc1ccc(/C=C\c2onc(C)c2S(=O)(=O)N2CCC(C(=O)Nc3ccc(C)cc3C)CC2)cc1
→ 8%	-2%	-3%	-20%	-1%	-1%	7%
O=C(NC1CC(=O)N(c2ccc(F)cc2)C1)C1CC1 (configuration not stated)
→ 6%	0%	2%	37%[activator]	-9%	-4%	-4%
CCOC(=O)c1cc(-c2ccc(OC)c(S(=O)(=O)N3CCN(c4ccccc4)CC3)c2)on1
→ 4%	0%	-10%	0%	-4%	1%	-6%
O=C(Nc1ccc(Cl)cc1)N1CCC(CN2CCCC2)CC1
→ -4%	0%	10%	-13%	2%	-1%	0%
Cc1ccc(NC(=O)C(=O)NCC(c2cccnc2)N2CCN(C)CC2)cc1F (configuration not stated)
→ 16%	15%	15%	-3%	-2%	0%	3%
Cc1c2cnn(-c3ccccc3)c(=O)c2c(C)n1CCCC(=O)Nc1ccc(F)cc1F
→ -1%	1%	-4%	4%	-8%	-3%	-2%
COc1ccc(Cn2ccc3nc(C)c(C(=O)NCc4ccc(C)cc4)cc3c2=O)cc1
→ -5%	2%	2%	-27%	-2%	0%	10%
COc1ccc(Cl)cc1NC(=O)[C@H]1O[C@@H]2OC(C)(C)O[C@@H]2[C@H]2OC(C)(C)O[C@H]21
→ 5%	3%	-10%	1%	1%	-3%	2%
COc1ccc(S(=O)(=O)N2CCN(Cc3ccc4c(c3)OCO4)CC2)cc1C
→ -4%	2%	-20%	23%	-3%	-2%	-23%

(more compounds)
Sequence of screens – NTMT1 inhibitor	GALK inh	FH mod	p53null 39C kill	PTAP-TSG101 blk	B2AR arrestin ag	p53null 32C kill
COc1cc(NS(=O)(=O)c2ccc(NC(=O)c3ccc(Cl)cc3Cl)cc2)nc(OC)n1
→ -29%	-21%	-6%	-1%	-8%	0%	4%
O=C(NC1CC(=O)N(c2ccccc2)C1)C1CCCC1 (configuration not stated)
→ 21%	3%	-1%	25%	-5%	6%	3%
CCOc1ccc(S(=O)(=O)Nc2ccc3c(c2)CCCN3S(=O)(=O)c2ccc(C)cc2)cc1
→ -12%	-5%	-29%	53%[activator]	0%	0%	37%[activator]
COc1ccc(NC(=O)CCCc2nnc3n(CCC(C)C)c(=O)c4sccc4n23)c(OC)c1
→ 3%	0%	-1%	-10%	-3%	-1%	-10%
CCOc1ccc(N(C(=O)c2ccc(Cl)cc2)S(=O)(=O)c2ccc3c(c2)n(C)c(=O)n3C)cc1
→ 6%	3%	4%	-24%	-3%	-2%	1%
CC(=O)c1cccc(NC(=O)[C@H]2O[C@@H]3OC(C)(C)O[C@@H]3[C@H]3OC(C)(C)O[C@H]32)c1
→ -3%	0%	5%	-15%	-10%	-3%	-1%
COc1ccc(CNC(=O)C2CCN(S(=O)(=O)c3ccc(F)cc3)CC2)cc1
→ 1%	2%	-14%	-17%	0%	-2%	-1%
CCOC(=O)C1CCCN(C(=O)c2c(C)nn(-c3ccc(F)cc3)c2-n2cccc2)C1 (configuration not stated)
→ 4%	1%	-9%	-21%	-1%	-1%	22%
CCCCc1nn2c(=O)cc(COC(=O)c3ccccc3C)nc2s1
→ 4%	1%	-10%	-13%	-4%	1%	-6%
O=C(CN1C(=O)COc2ccc(S(=O)(=O)N3CCCCC3)cc21)NCc1ccc(F)cc1
→ 6%	1%	2%	-9%	0%	0%	18%
COc1ccc(NC(=O)Cc2noc3ccc(C)cc23)cc1Cl
→ 7%	-11%	-7%	0%	-8%	-1%	11%
Cc1ccccc1OCCn1c(=N)n(C(C)C)c2ccccc21
→ -3%	0%	-27%	?	-1%	-1%	7%
COC(=O)c1ccc2c(c1)N(CC(=O)Nc1ccc(C)cc1Cl)C(=O)c1ccccc1S2
→ -1%	3%	-7%	-15%	16%	1%	2%
CCC1CN(C(=O)N2CCC(C(=O)N(C)Cc3ccccc3)CC2)c2ccccc2O1 (configuration not stated)
→ -27%	2%	11%	0%	-4%	-1%	12%
Cc1ccc(C(=O)Oc2cc(-c3ccc4c(c3)OCO4)cc(=O)c3c(C)oc(C)c23)cc1
→ -26%	5%	-40%	6%	1%	1%	-5%

Screening results: PubChem BioAssay, National Center for Advancing Translational Sciences (NCATS)

The list is partial; the hit share may differ from the screen's.
